Assay outcomes: PubChem, several laboratories
Pf gametocyte = P. falciparum stage V gametocyte viability inhibition | AID 743093 | inhibition, % at 10.9 µM | P. falciparum stage V gametocytes, ATP luminescence, 24 h | 0.065% of 150,000 active;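 active means inhibition above the mean plus 3 SD of compounds within the control limits, set per campaign, cut at about 38% in these data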;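 further: 0% = DMSO wells and 100% = medium only without gametocytes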
Avidin fluor = compound fluoresces at 488/530 nm on avidin beads | compound fluorescence 488/530 nm, flow cytometry; stronger effect = higher value | fluorescence (KMESF) at 10 µM | 0.38% of 220,000 active | AID 1775; in the data active means fluorescence above about 47; further: inactives centre near 10
Rac1 wt GTP bind = alters GTP binding to wildtype human Rac1; AID 757; GTP binding activity (% of control), % at 10 µM; 0.27% of 190,000 active; GST-Rac1 beads, fluorescent GTP binding, flow cytometry; actives lie on both sides; 0 = cold GTP competed, 100 = untreated;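 active means GTP binding activity at least 20 points away from the 100% control level, either lower or higher; inconclusive means compound flagged as likely green fluorescent, judged across all proteins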
Rab7 wt modul = alters GTP binding to wildtype dog Rab7; GST-Rab7 beads, fluorescent GTP binding, flow cytometry; actives lie on both sides; untreated = 100%, excess cold GTP = 0%; GTP binding activity (percent of control), % at 10 µM; 0.055% of 190,000 active; AID 758;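 active means fluorescent GTP binding to Rab7 beads changed by at least 20 points from the 100% baseline, either direction, mostly lower; inconclusive means compound itself probably fluorescent, or too few beads counted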;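 further: median green fluorescence of bound Bodipy-FL-GTP per Rab7 bead population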
Cdc42 wt = human Cdc42 wildtype GTP binding change, either direction; 0.2% of 190,000 active; AID 761; P60953; GST-Cdc42 beads, Bodipy-GTP binding, flow cytometry; actives lie on both sides; percent activity (GTP binding), % at 10 µM;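 active means percent activity GTP binding at least 20 points away from the 100% baseline, either down as inhibitor or up as activator; inconclusive means compound flagged as likely green fluorescent from well-wide comparison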;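 further: median bead fluorescence of bound Bodipy-FL-GTP at 100 nM; 0% = excess unlabeled GTP control and 100% = no compound control; below 100% means less GTP binding so inhibitor and above means activator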
Target sequence (P60953 whole entry, looked up): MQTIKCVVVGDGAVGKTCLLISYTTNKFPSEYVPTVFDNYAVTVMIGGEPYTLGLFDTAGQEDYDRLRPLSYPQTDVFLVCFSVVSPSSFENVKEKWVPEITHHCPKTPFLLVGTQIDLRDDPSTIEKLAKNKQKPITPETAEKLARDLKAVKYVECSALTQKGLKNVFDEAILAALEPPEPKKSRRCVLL
Mcl-1 Bim block = inhibitors of Bim-Mcl-1 interaction, human; inhibition, % at 10 µM; 0.1% of 190,000 active; Bead-based flow cytometry, Bim peptide-Mcl-1 binding; AID 1009; Q07820; in the data active means inhibition above about 40%;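 further: 0% = no compound tracer wells and 100% = peptide blocker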
Target sequence (Q07820 whole entry, looked up): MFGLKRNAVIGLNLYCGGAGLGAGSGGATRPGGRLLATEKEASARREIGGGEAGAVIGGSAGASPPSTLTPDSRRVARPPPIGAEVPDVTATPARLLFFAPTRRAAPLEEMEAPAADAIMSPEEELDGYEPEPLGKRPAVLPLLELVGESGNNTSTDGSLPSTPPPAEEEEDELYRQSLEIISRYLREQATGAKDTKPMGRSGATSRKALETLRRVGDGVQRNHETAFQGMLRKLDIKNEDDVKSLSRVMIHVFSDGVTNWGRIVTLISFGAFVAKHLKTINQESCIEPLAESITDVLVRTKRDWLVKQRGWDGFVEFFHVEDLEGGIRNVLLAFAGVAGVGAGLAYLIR
HRas wt GTP bind = human HRas wildtype GTP binding, change in either direction | 0.14% of 190,000 active | GST-Ras wt beads, Bodipy-FL-GTP binding, flow cytometry; actives lie on both sides | GTP binding activity, % at 10 µM | P01112;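 active means GTP binding activity at least 20% away from the 100% baseline, either lowered as inhibitor or raised as activator; inconclusive means flagged as likely green fluorescent, judged across all proteins in the well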;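 further: 0% = unlabeled GTP competition control and 100% = no-compound control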
Target sequence (P01112 whole entry, looked up): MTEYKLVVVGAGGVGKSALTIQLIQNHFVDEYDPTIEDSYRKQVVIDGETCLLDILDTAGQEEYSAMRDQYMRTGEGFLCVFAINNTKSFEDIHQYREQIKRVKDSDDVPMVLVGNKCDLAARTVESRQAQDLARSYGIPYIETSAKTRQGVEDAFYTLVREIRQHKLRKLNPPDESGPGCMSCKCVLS
Rab2A wt mod = changes GTP binding to wildtype dog Rab2A, up or down; P61105; GST-Rab2 wt beads, Bodipy-GTP binding, flow cytometry; GTP binding activity, % at 10 µM; 0.19% of 190,000 active;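 active means GTP binding activity at least 20 points away from 100%, either lowered or raised; inconclusive means signal likely due to the compound's own green fluorescence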;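 further: 0% = beads with excess unlabeled GTP and 100% = no-compound control corrected for plate trend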
Mcl1 Noxa PPI = disrupts binding of human Mcl-1 to Noxa peptide | Q07820 | TR-FRET Mcl-1/Noxa peptide binding, 2 h | inhibition, % at 21.7 µM | 1.5% of 220,000 active | AID 1022;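 active means compounds that cut the protein-peptide binding signal by more than 50% relative to plate controls in a single-dose test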;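 further: His-tagged Mcl-1 with rhodamine Noxa BH3 peptide and terbium anti-His antibody; 0% = Mcl-1 plus Noxa peptide wells and 100% = peptide-only wells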
Rac1 act GTP bind = alters GTP binding to activated mutant human Rac1; P63000; GST-Rac1 activated beads, fluorescent GTP binding, flow cytometry; actives lie on both sides; 100% means binding = to untreated wells; percent activity (GTP binding), % at 10 µM; 0.11% of 190,000 active;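 active means GTP binding at least 20 percentage points away from the 100% baseline, in either direction, so actives lie on both sides; inconclusive means Compound likely fluorescent itself, or too few beads counted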
Mcl1 Bid PPI = disrupts binding of human Mcl-1 to Bid peptide | Q07820 | TR-FRET Mcl-1/Bid-Dy647 peptide binding, 1536-well | inhibition, % at 21.7 µM | 0.97% of 220,000 active;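 active means compounds that cut the binding signal by more than half at the single screening dose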;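 further: His-tagged Mcl-1 with europium anti-His antibody binding Bid BH3 peptide; 0% = Mcl-1 plus peptide wells and 100% = peptide-only wells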
* hit, by the source's call; ? = inconclusive; . = no result given.

SMILES | Pf gametocyte | Avidin fluor | Rac1 wt GTP bind | Rab7 wt modul | Cdc42 wt | Mcl-1 Bim block | HRas wt GTP bind | Rab2A wt mod | Mcl1 Noxa PPI | Rac1 act GTP bind | Mcl1 Bid PPI
Cc1ccc2nc(-c3ccccn3)c(Nc3ccccc3C)n2c1 | -15.1 | 5 | 104.0 | 108.0 | 101.0 | 0.0 | 102.0 | 101.0 | -19.4 | 96.0 | -39.9
COc1ccc(C2C(C(=O)c3cccs3)=C(O)C(=O)N2c2nncs2)cc1 (centres undefined) | . | 5 | 105.0 | 101.0 | 105.0 | 4.0 | 102.0 | 102.0 | 10.1 | 101.0 | -8.3
CC1(C)C(c2cccs2)=[N+]([O-])C2(CCCCC/C2=N\NC(N)=S)N1O (centres undefined) | . | 10 | 107.0 | 105.0 | 102.0 | -2.0 | 107.0 | 104.0 | -3.8 | 98.0 | 3.6
Nc1nnc(-c2cc3ccccc3oc2=O)s1 | 8.4 | 11 | 96.0 | 99.0 | 97.0 | 0.0 | 97.0 | 97.0 | -8.0 | 97.0 | -7.3
CN(C)S(=O)(=O)c1ccc(C(=O)N2CCOCC2)cc1 | -9.0 | 14 | 109.0 | 102.0 | 106.0 | -4.0 | 97.0 | 101.0 | 6.2 | 98.0 | -19.7
O=C(CSc1nc(N2CCCCC2)nc(N2CCCCC2)n1)c1ccccc1 | -1.9 | 14 | 98.0 | 99.0 | 96.0 | -1.0 | 99.0 | 97.0 | 4.4 | 94.0 | -11.8
Cc1ccc(C(=O)N2NC(c3ccc(F)cc3)C3C(=O)N(c4ccc(C)cc4)C(=O)C32)cc1 (centres undefined) | . | . | 102.0 | 95.0 | 104.0 | -5.0 | 101.0 | 100.0 | -15.8 | 97.0 | -9.6
COC(=O)Cc1ccc(NC(=O)C(c2ccccc2)c2ccccc2)cc1 | -3.1 | 12 | 105.0 | 97.0 | 98.0 | -2.0 | 99.0 | 99.0 | -2.4 | 100.0 | -17.9
O=C1c2ccc3c4c(ccc(c24)C(=O)N1c1cccc(O)c1)CC3 | 9.6 | 20 | 95.0 | 107.0 | 97.0 | 0.0 | 98.0 | 98.0 | 15.5 | 94.0 | -13.8
Cc1ccc(NC(=O)c2cc(S(=O)(=O)N3CCCCC3)cs2)cc1 | -17.6 | 15 | 106.0 | 101.0 | 104.0 | 0.0 | 102.0 | 100.0 | -8.0 | 99.0 | -16.0
O=C(COC(=O)c1cnccn1)c1ccc(Cl)cc1 | -19.4 | 24 | 93.0 | 94.0 | 96.0 | -2.0 | 94.0 | 94.0 | -0.6 | 94.0 | -9.7
CC(C)OC(=O)CN1C(=O)C(C)(C)Oc2ccc(C(=O)NC3CC3)cc21 | -2.7 | 9 | 101.0 | 97.0 | 99.0 | 4.0 | 100.0 | 98.0 | 17.2 | 98.0 | -18.1
O=C(CSc1nc(O)c(Cc2ccccc2F)c(=O)[nH]1)N1CCCCCC1 | 7.5 | 10 | 104.0 | 96.0 | 102.0 | 1.0 | 100.0 | 97.0 | 1.7 | 102.0 | -55.6
CCCN1CNC(=S)N(CCc2ccccc2)C1 | -5.8 | 4 | 105.0 | 103.0 | 99.0 | -5.0 | 104.0 | 102.0 | 0.9 | 102.0 | -52.2
COCC(=O)N(Cc1ccc(OC)cc1)Cc1nc2ccccc2c(=O)[nH]1 | -1.8 | 16 | 101.0 | 99.0 | 100.0 | -1.0 | 98.0 | 98.0 | 6.8 | 94.0 | -9.5
CCCS(=O)(=O)c1c(S(=O)(=O)CCC)c2c3ccccc3ccn2c1C(N)=O | 20.2 | 38 | 103.0 | 104.0 | 101.0 | -2.0 | 103.0 | 102.0 | 4.6 | 102.0 | 1.1
COCCCNC(=O)c1ccc(Cn2c(=O)c3ccccc3n(Cc3ccc(C)cc3)c2=O)cc1 | . | 7 | 101.0 | 100.0 | 95.0 | -1.0 | 99.0 | 98.0 | -12.7 | 98.0 | -6.7
COc1cccc(-n2c(=O)c3cc(OC)c(OC)cc3n(CC(=O)Nc3cc(C)[nH]n3)c2=O)c1 | 1.6 | 14 | 103.0 | 98.0 | 98.0 | 1.0 | 98.0 | 101.0 | 22.8 | 100.0 | 9.9
Cc1ccc2cccc(OCC(=O)Nc3ccc(N4CCOCC4)cc3)c2n1 | -26.0 | 11 | 100.0 | 101.0 | 99.0 | 1.0 | 97.0 | 95.0 | 13.9 | 99.0 | -16.4
Fc1ccc(C[n+]2csc3ccccc32)cc1 | . | 10 | 102.0 | 99.0 | 97.0 | 0.0 | 100.0 | 97.0 | -34.2 | 97.0 | -62.4
N#C/C(=C(/O)CN1CCOCC1)c1nc2ccccc2s1 | 5.2 | 2 | 99.0 | 97.0 | 100.0 | -3.0 | 98.0 | 100.0 | 26.9 | 100.0 | 5.3
COc1ccc(NC(=O)C2CCCN2c2ccc(OC)c(OC)c2)cc1OC (centres undefined) | . | 11 | 99.0 | 99.0 | 101.0 | 0.0 | 102.0 | 100.0 | 3.6 | 99.0 | -78.2
CCOc1cc(N2CCOCC2)c(OCC)cc1NC(=O)c1c(-c2ccccc2Cl)noc1C | 3.2 | 23 | 96.0 | 102.0 | 96.0 | -2.0 | 98.0 | 100.0 | 10.9 | 96.0 | -40.9
Cc1c(C(=O)CN2CCOCC2)[nH]c2ccccc12 | . | 4 | 100.0 | 97.0 | 100.0 | -8.0 | 98.0 | 97.0 | 7.6 | 97.0 | -20.9
COc1ccccc1NC(=O)c1ccc(CN(c2cc(Cl)ccc2C)S(=O)(=O)c2ccccc2)cc1 | . | 22 | 103.0 | 105.0 | 101.0 | 0.0 | 102.0 | 103.0 | 14.0 | 95.0 | 3.2
CCc1cccc2c(C(=O)COC(=O)c3cccc(S(=O)(=O)N(C)C4CCCCC4)c3)c[nH]c12 | 16.8 | 15 | 104.0 | 99.0 | 102.0 | 0.0 | 97.0 | 97.0 | -10.2 | 99.0 | 5.4
CC(C)(C)c1ccc(COn2c(=O)c(-c3ccco3)[n+]([O-])c3ccccc32)cc1 | 5.7 | 31 | 99.0 | 94.0 | 97.0 | 0.0 | 98.0 | 99.0 | 12.5 | 99.0 | 10.7
COc1ccc(NC(=O)CSc2nc3[nH]ncc3c(=O)n2-c2ccccc2OC)cc1OC | . | 9 | 107.0 | 103.0 | 101.0 | -4.0 | 101.0 | 100.0 | 9.1 | 99.0 | -13.4
Oc1ccc(CN2CCCCC2)nc1-c1ccccc1 | . | 10 | 100.0 | 97.0 | 100.0 | 0.0 | 98.0 | 98.0 | 12.9 | 97.0 | -8.6
CC1CCCN(S(=O)(=O)c2ccc(N(C(=O)c3cnccn3)C(C(=O)NC3CCCCC3)c3cccs3)cc2)C1 (centres undefined) | 17.6 | 16 | 103.0 | 102.0 | 97.0 | -2.0 | 99.0 | 96.0 | 10.7 | 98.0 | -25.9
Cc1nnc(SCc2ccc(Cl)cc2)n1CC1CCCO1 (centres undefined) | 8.5 | 4 | 103.0 | 98.0 | 103.0 | -1.0 | 101.0 | 103.0 | 1.6 | 101.0 | -0.3
COc1ccc(NC(=O)Nc2ccccc2)cc1S(=O)(=O)N1CCCCC1 | . | 11 | 100.0 | 93.0 | 97.0 | 1.0 | 95.0 | 94.0 | 36.9 | 97.0 | -0.4
Cc1cc(C)c2sc(N)nc2c1 | 7.1 | 11 | 100.0 | 105.0 | 93.0 | 0.0 | 98.0 | 100.0 | -15.8 | 95.0 | -16.0
COc1cc2c(cc1NCc1ccccn1)oc1ccccc12 | . | 35 | 105.0 | 102.0 | 105.0 | -10.0 | 103.0 | 100.0 | 29.6 | 100.0 | -21.2
CCOc1cc2[nH]c(=S)n(CCc3ccc(OC)c(OC)c3)c(=O)c2cc1OCC | 0.2 | 3 | 99.0 | 102.0 | 99.0 | 0.0 | 101.0 | 101.0 | 12.4 | 98.0 | 11.3
CCOC(=O)CSc1nnc(Cn2nnc(-c3ccccc3)n2)n1C | -15.1 | 33 | 103.0 | 103.0 | 101.0 | 4.0 | 101.0 | 99.0 | -0.7 | 101.0 | 5.8
COc1ccc(C(NC(=O)C2CCCCC2)c2c(O)ccc3ccccc23)cc1 (centres undefined) | . | 4 | 102.0 | 100.0 | 96.0 | 0.0 | 98.0 | 97.0 | 14.6 | 96.0 | -17.2
Nc1ccc2nc(-c3ccccn3)[nH]c2c1 | 10.2 | 6 | 103.0 | 100.0 | 98.0 | 5.0 | 99.0 | 96.0 | 21.8 | 101.0 | -33.5
CC(=O)c1cc(-c2ccccc2)n(CC(=O)Nc2ccc(C)c(C)c2)c1C | -13.9 | 1 | 101.0 | 96.0 | 100.0 | -5.0 | 99.0 | 96.0 | -10.5 | 99.0 | -11.3
COc1cc2cc(CN(CCO)S(=O)(=O)c3ccccc3Cl)c(=O)[nH]c2cc1OC | . | 36 | 107.0 | 98.0 | 107.0 | -5.0 | 102.0 | 97.0 | 11.2 | 100.0 | -3.4
O=C(CCC1CCCN(C(=O)c2ccc3cc[nH]c3c2)C1)NCc1ccc(F)c(F)c1 (centres undefined) | -4.0 | 13 | 94.0 | 101.0 | 90.0 | -4.0 | 94.0 | 96.0 | 8.4 | 94.0 | -60.2
Cc1onc(-c2ccccc2)c1C(=O)NC(=S)NNC(=O)c1cccnc1 | 15.5 | 15 | 95.0 | 99.0 | 99.0 | 0.0 | 97.0 | 97.0 | -41.9 | 98.0 | -94.0
CCOC(=O)C1CCCCN1Cc1cc(OC)ccc1OC (centres undefined) | . | 9 | ? | ? | ? | 1.0 | ? | ? | 29.0 | ? | 35.4
O=C(Cc1ccccc1)NC1(Cc2ccc(O)cc2)CCCCC1 | -2.4 | 9 | 102.0 | 93.0 | 98.0 | -1.0 | 98.0 | 98.0 | 13.2 | 95.0 | -29.5
CSc1nc2c(cnn2-c2ccc(C)c(C)c2)c(=O)[nH]1 | . | 2 | 100.0 | 93.0 | 94.0 | 1.0 | 94.0 | 96.0 | 4.5 | 96.0 | 31.9
c1ccc2c(c1)[nH]c1c(NCC3CCCO3)ncnc12 (centres undefined) | . | 12 | 97.0 | 96.0 | 100.0 | 0.0 | 100.0 | 99.0 | -2.2 | 98.0 | -8.1
COC(=O)NCc1ccc(Cl)c(Cl)c1 | . | 9 | 111.0 | 106.0 | 105.0 | 0.0 | 106.0 | 106.0 | 9.4 | 102.0 | -10.8
O=C(COc1ccccc1F)NC1CCN(Cc2ccccc2)CC1 | -2.0 | 8 | 100.0 | 93.0 | 97.0 | 1.0 | 93.0 | 95.0 | -2.6 | 99.0 | -27.0
COc1ccc(NC(=O)c2ccccc2NS(C)(=O)=O)cc1OC | . | 6 | 97.0 | 99.0 | 100.0 | -6.0 | 98.0 | 97.0 | 8.0 | 96.0 | 50.9*
